All columns: NCI-60 one-dose screen, growth in % after 48 h at 10 µM unless noted; 100 = growth as untreated, 0 = no growth, -100 = all killed.
UACC-257 = UACC-257 melanoma | 78,000 compounds, 4.4% hits
HS 578T = HS 578T breast cancer; 78,000 compounds, 4.1% hits
BT-549 = BT-549 breast cancer; 78,000 compounds, 4.4% hits
T-47D = T-47D breast cancer; 79,000 compounds, 5% hits
MALME-3M = MALME-3M melanoma; 78,000 compounds, 5.8% hits
SK-MEL-2 = SK-MEL-2 melanoma | AID 1794763 | 77,000 compounds, 4.7% hits
UACC-62 = UACC-62 melanoma; 81,000 compounds, 5.4% hits; AID 1794756
SK-MEL-28 = SK-MEL-28 melanoma | 81,000 compounds, 4.1% hits | AID 1794761
An asterisk follows results filed as active; . = not tested or not shown. The calls were made as follows: active = growth percent below 10; inactive = the rest.

SMILES	UACC-257	HS 578T	BT-549	T-47D	MALME-3M	SK-MEL-2	UACC-62	SK-MEL-28
O=C(O)CCCc1cnc2c3sccc3nc(SCc3c(Cl)cccc3Cl)n12	53	39	45	25	59	21	21	75
CC(C)NCCNc1ccnc2cc(Cl)ccc12	96	99	92	112	111	108	102	103
C#CCOc1ccc(C(Nc2ccc(F)c(F)c2)c2nnnn2C2CCCCC2)cc1OC (centres undefined)	104	80	86	95	71	101	72	104
COC1=CC2C(O)c3ccccc3N3C(=O)CCC23C=C1OC (centres undefined)	103	100	99	101	96	109	94	112
CC(C)COC(=O)c1ccc(NC(=O)CCCl)cc1	104	94	95	89	98	101	94	97
CCCC[C@]1(O)C[C@H]2[C@@H]3CCc4cc(OC)ccc4[C@H]3CC[C@]2(C)[C@H]1O	98	.	.	89	78	125	79	94
CC(O)CNC(=O)C(C)NC(=O)c1ccc(Br)s1 (centres undefined)	86	103	102	99	108	115	90	103
O=C(CC1c2ccccc2NC(=O)N1Cc1ccccc1)Nc1ccccc1 (centres undefined)	.	105	111	90	80	97	.	.
COC(=O)C1=CC(c2cc3ccccc3o2)=C(C#N)C(=O)NN1	.	85	93	102	106	97	92	112
COc1cc2nnn3c4ncccc4c(N=O)c3c2cc1OC	76	116	.	52	91	101	86	81
CCOC(=O)c1cnn2c1NC(c1ccc(F)cc1)C2 (centres undefined)	94	98	107	.	99	110	92	110
CN(C)CC(=O)Nc1ccc2ncnc(Nc3ccc(Oc4cccc(C(F)(F)F)c4)c(Cl)c3)c2c1	86	79	77	49	70	92	88	78
CCOC(=O)/C=C/c1c(OC)cc(OC)cc1OC	98	142	.	100	92	96	96	116
COc1ccc(N=Nc2c(N)nn3c(-c4ccc(Br)cc4)ccnc23)cc1	106	116	109	91	100	106	101	103
BrCc1ccc(CCCc2ccc(CBr)cc2)cc1	107	96	.	95	136	104	94	114
NS(=O)(=O)c1ccc(-n2ncc3c(NC4CCCCC4)ncnc32)cc1	80	99	108	80	108	103	97	98
CCc1c(Cl)nc(N)nc1Nc1ccccc1C	104	102	105	111	102	116	94	102
CC(C)[C@@H]1CC[C@@H](C)C[C@H]1N	100	115	99	96	92	109	100	108
CCNC1CN(CCCOC)S(=O)(=O)c2sc(S(N)(=O)=O)cc21 (centres undefined)	97	100	119	100	95	97	101	120
O=c1n(Cc2ccc3ccccc3c2)ccn1Cc1ccc2ccccc2c1	101	87	92	56	92	83	90	94
COc1cc(/C=C(\C#N)C(=O)c2ccccc2)ccc1OCc1ccccc1	106	98	95	105	86	127	97	112
NC1=NC(c2cccc(Cl)c2)c2c(n[nH]c2N)N1 (centres undefined)	101	109	109	97	104	107	92	115
O=C1N=c2cc3c(cc2=C/C1=C/c1sc(=S)n(CCc2ccccc2)c1O)OCO3	148	92	92	101	100	101	96	95
Cn1c(=O)c(C#N)c(-c2ccco2)n2c(SCC3CO3)nnc12 (centres undefined)	105	94	108	149	109	104	94	93
COc1ccc2[nH]cc(-c3cc(-c4ccc(OC)c(OC)c4)nc(N)c3C#N)c2c1	106	74	91	86	106	93	97	106
Next part:
SMILES	UACC-257	HS 578T	BT-549	T-47D	MALME-3M	SK-MEL-2	UACC-62	SK-MEL-28
C=CCC(C(=N)C(C#N)(CC=C)C1=CCCCC1)C1=CCCCC1 (centres undefined)	98	85	94	83	108	100	84	113
COc1ccc(/C=C2\CNCC3=C2Nc2nc(SC)[nH]c(=O)c2C3c2ccc(OC)cc2)cc1 (centres undefined)	112	102	98	86	96	107	98	102
CCCCn1c(=S)[nH]c2c(=O)n(C)c(=O)n(C)c21	111	.	103	104	119	109	110	114
COC(C(=O)O)c1ccccc1 (centres undefined)	98	138	.	126	122	.	112	101
COc1ccc(-c2ccnc(/N=C(\N)Nc3ccc(S(=O)(=O)Nc4nc(C)cc(C)n4)cc3)n2)cc1	109	95	122	81	119	110	90	102
COc1ccc(C2=C/C(=C/c3ccc(-c4ccc(Cl)cc4)o3)C(=O)N2Cc2ccccc2)cc1	101	99	93	100	106	121	96	107
CC(=O)/C(=C/c1cccc(C#N)c1)C(=O)c1ccccc1	.	91	106	103	87	.	81	100
C#Cc1c(I)n(C2OC(CO[Si](C)(C)C(C)(C)C)C3OC(C)(C)OC32)c(=O)[nH]c1=O (centres undefined)	64	5.4*	99	-69*	66	60	82	-57*
Brc1cc2c(cc1C1OCCO1)OCO2	95	113	109	112	104	102	96	109
Cn1cc(-c2nn3cc(-c4nccs4)nc3s2)c2ccccc21	.	73	86	75	61	.	66	85
CC1(C)CC(C#N)C(=O)O1 (centres undefined)	108	125	116	112	.	100	98	115
Cc1ccc2oc(=O)c(/C=C(\O)c3ccc(Cl)cc3)nc2c1	97	113	110	107	100	109	94	116
O=c1[nH]c2ccccc2c2ccc(Cl)cc12	99	101	.	82	115	.	101	97
O=C(Nc1nc(-c2ccccc2)nc2c1sc(=S)n2-c1ccccc1)C(F)(F)F	83	97	99	71	124	104	86	104
CCCCC(O)Cn1ncc(C(=O)N/N=C\c2ccc(OC(F)F)c(OC3CCCC3)c2)c1N (centres undefined)	83	76	71	42	95	97	68	99
N#CC1C(=O)NC(=O)C(C#N)C1CCc1ccccc1 (centres undefined)	104	114	95	100	102	.	91	98
O=S(=O)(OCCCCCCCOS(=O)(=O)c1ccc(F)cc1)c1ccc(F)cc1	98	110	100	81	95	96	88	110
O=C1CCCc2nc(Nc3ccc(S(=O)(=O)Nc4ccc([N+](=O)[O-])cc4)cc3)ncc21	102	98	117	105	107	111	90	106
CCOC(=O)/C(C#N)=C/c1ccc(OC)cc1	88	85	.	86	119	106	104	103
Cn1cc(C(Nc2nc(-c3ccccc3)cs2)c2ccc(Br)cc2)c2ccccc21 (centres undefined)	109	98	99	84	87	88	88	104
CC(=O)O[C@H]1C[C@@]2(C)[C@@H](CC(=O)[C@H]3[C@@]4(C)CC[C@H](NCc5ccccc5)[C@@H](C)[C@@H]4CC[C@@]32C)/C1=C(\CCC=C(C)C)C(=O)O	103	90	109	94	93	108	92	101
CN1C(=O)/C(=C/c2ccc(C(=O)Nc3ncc(Cc4ccccc4Cl)s3)cc2)SC1=S	89	66	69	63	62	101	18	75
CN(C)Cc1c[nH]c2nccnc12	96	101	112	105	111	119	108	93
CC(C)NCC(O)COc1ccc(O)c(O)c1 (centres undefined)	115	113	.	110	103	182	95	126
CCCCN(CCO)C(=O)c1ccc([N+](=O)[O-])cc1	103	99	106	.	108	125	102	109

Compound profiles (already shown). Order of screens: UACC-257 | HS 578T | BT-549 | T-47D | MALME-3M | SK-MEL-2 | UACC-62 | SK-MEL-28
COC(C(=O)O)c1ccccc1 (centres undefined) across the screens: 98 | 138 | . | 126 | 122 | . | 112 | 101
CC(=O)O[C@H]1C[C@@]2(C)[C@@H](CC(=O)[C@H]3[C@@]4(C)CC[C@H](NCc5ccccc5)[C@@H](C)[C@@H]4CC[C@@]32C)/C1=C(\CCC=C(C)C)C(=O)O across the screens: 103 | 90 | 109 | 94 | 93 | 108 | 92 | 101

(next part)
SMILES	UACC-257	HS 578T	BT-549	T-47D	MALME-3M	SK-MEL-2	UACC-62	SK-MEL-28
O=C(Oc1cccc2ccccc12)c1ccccc1	119	.	105	98	111	126	101	108
CCOc1ccccc1-n1c(C2=C(O)c3ccccc3C2=O)nnc1-c1ccccc1	105	99	118	80	142	98	82	116
Cn1cc(-c2csc(-c3cn(CCOC(N)=O)c4ccccc34)n2)c2cccnc21	88	93	79	46	66	85	72	93
O=C1/C(=C/c2ccc(-c3cccc(C(F)(F)F)c3)o2)SC(=S)N1CCN1CCOCC1	103	99	104	86	103	104	86	111
CC(C)(C)c1ccc(C(=O)Nc2sc3c(c2C(N)=O)CC/C(=N\O)C3)cc1	5.8*	39	16	1.5*	.	-3.8*	13	31
O=c1[nH]c(OCc2ccc(F)cc2)nc2sc3cc(O)ccc3c12	80	87	76	51	.	100	72	95
COc1ccc(C2CC(c3ccc(Nc4nc(NCCO)nc(N5CCOCC5)n4)cc3)=Nc3c(N)nc(N)nc3N2)cc1 (centres undefined)	109	92	99	90	.	107	104	108
CC[C@H]1c2ccccc2[C@@H](C(=O)O)N(C(C)=O)c2ccc(C)cc21	.	99	99	96	97	98	103	107
C#Cc1cccc(Nc2ncnc3cc(OCCOC)c(OCCOC)cc23)c1	86	.	69	31	68	.	51	87
NNC(=O)c1sc2nc(-c3cnccn3)cc(-c3cccs3)c2c1N	115	119	101	86	96	102	94	101
COc1ccc(CCc2ccnc3ccccc23)cc1	76	101	92	74	147	66	74	106
CCOC(=O)CSc1nc(-c2cnccn2)cc(-c2cccs2)c1C#N	98	103	90	86	.	103	85	90
COc1ccc(/C=C(/c2ccccc2)[N+](=O)[O-])cc1	-0.1*	14	-19*	-65*	-44*	-50*	-18*	-18*
COc1cc(/C=N/NC(=O)c2cn3c4c(c(N5CCN(C)CC5)c(F)cc4c2=O)OCC3C)ccc1O (centres undefined)	101	97	110	94	88	.	102	98
O=C1/C=C/[C@@H](O)[C@@H]2C[C@@H](O)C[C@H]2/C=C/CCC[C@@H](O)CCO1	49	42	109	116	61	122	110	29
CC1Cc2c(ncn3cnnc23)N(C)c2ccccc21 (centres undefined)	.	93	114	102	103	107	95	107
Cc1c(C)c(CO)c(C)c(C)c1CO	.	101	93	94	92	90	100	103
Cc1ccc(NC(=O)C(F)(F)F)cc1	99	101	104	103	107	107	104	117
O=C(OC(=O)C(c1ccccc1)C1CCCCC1)C(c1ccccc1)C1CCCCC1 (centres undefined)	100	92	103	86	111	100	104	105
CCCCC1COc2cccc3c(SCC(=O)N(C)c4ccccc4OC(F)(F)F)cc[n+]1c23 (centres undefined)	106	108	112	88	102	115	96	111
O=c1c2c(O)cccc2oc2c3c(cc(O)c12)O[C@H]1OC=C[C@@H]31	.	95	95	57	95	96	81	108
CCN(CC)c1ccc2c(c1)Oc1nc(N)c(C#N)c(N)c1C2Sc1ccc(C)cc1 (centres undefined)	-74*	-19*	59	-42*	-93*	-83*	-89*	-94*
Cc1ccc(C)c2c1sc1nc3nc4sc5cc(Cl)c(Cl)cc5n4c(=N)c3c(=N)n12	109	94	113	85	102	78	88	116
COc1cc(-c2nc3ccccn3c2N)ccc1O	103	111	117	101	128	112	108	103
CCCCNC(=O)Nc1ccc(Cl)cc1	100	95	.	91	109	116	94	107

15 neighbouring entries out of the list so far:
SMILES	UACC-257	HS 578T	BT-549	T-47D	MALME-3M	SK-MEL-2	UACC-62	SK-MEL-28
COc1ccc(CCc2ccnc3ccccc23)cc1	76	101	92	74	147	66	74	106
CCOC(=O)CSc1nc(-c2cnccn2)cc(-c2cccs2)c1C#N	98	103	90	86	.	103	85	90
COc1ccc(/C=C(/c2ccccc2)[N+](=O)[O-])cc1	-0.1*	14	-19*	-65*	-44*	-50*	-18*	-18*
COc1cc(/C=N/NC(=O)c2cn3c4c(c(N5CCN(C)CC5)c(F)cc4c2=O)OCC3C)ccc1O (centres undefined)	101	97	110	94	88	.	102	98
O=C1/C=C/[C@@H](O)[C@@H]2C[C@@H](O)C[C@H]2/C=C/CCC[C@@H](O)CCO1	49	42	109	116	61	122	110	29
CC1Cc2c(ncn3cnnc23)N(C)c2ccccc21 (centres undefined)	.	93	114	102	103	107	95	107
Cc1c(C)c(CO)c(C)c(C)c1CO	.	101	93	94	92	90	100	103
Cc1ccc(NC(=O)C(F)(F)F)cc1	99	101	104	103	107	107	104	117
O=C(OC(=O)C(c1ccccc1)C1CCCCC1)C(c1ccccc1)C1CCCCC1 (centres undefined)	100	92	103	86	111	100	104	105
CCCCC1COc2cccc3c(SCC(=O)N(C)c4ccccc4OC(F)(F)F)cc[n+]1c23 (centres undefined)	106	108	112	88	102	115	96	111
O=c1c2c(O)cccc2oc2c3c(cc(O)c12)O[C@H]1OC=C[C@@H]31	.	95	95	57	95	96	81	108
CCN(CC)c1ccc2c(c1)Oc1nc(N)c(C#N)c(N)c1C2Sc1ccc(C)cc1 (centres undefined)	-74*	-19*	59	-42*	-93*	-83*	-89*	-94*
Cc1ccc(C)c2c1sc1nc3nc4sc5cc(Cl)c(Cl)cc5n4c(=N)c3c(=N)n12	109	94	113	85	102	78	88	116
COc1cc(-c2nc3ccccn3c2N)ccc1O	103	111	117	101	128	112	108	103
CCCCNC(=O)Nc1ccc(Cl)cc1	100	95	.	91	109	116	94	107

(more compounds)
SMILES	UACC-257	HS 578T	BT-549	T-47D	MALME-3M	SK-MEL-2	UACC-62	SK-MEL-28
CCCCCCCSc1nnc(-c2c(C)nc3ccc(C)cn23)o1	102	105	106	91	107	99	87	98
CC1(N)CCC(C(C)(C)N)CC1 (centres undefined)	147	126	112	109	105	.	98	100
S=C(N/N=C\c1ccccc1)N/N=C/c1ccccc1	106	72	99	96	105	118	87	124
CN1CCc2cc3c(cc2C(=O)Cc2ccc4c(c2C1)OCO4)OCO3	104	101	106	102	91	106	112	100
O=C1NC2CCCC=C2c2cc3c(cc21)OCO3 (centres undefined)	99	97	93	86	100	102	104	105
Nc1cccc(-c2nc3sccn3c2-c2ccnc(NCCCNS(=O)(=O)c3ccc(F)cc3)n2)c1	112	103	82	30	98	105	43	95
Brc1cc(Br)c2[nH]c(-c3ccccc3)cc2c1	102	93	106	62	.	102	.	106
Cc1nc2sc3c(c2c(C)c1Br)NC(c1ccccn1)NC3=O (centres undefined)	.	68	61	61	79	82	50	58
O=[N+]([O-])c1ccccc1/C=N/N1CCCCCC1	103	102	93	107	80	106	83	98
COc1cc2c(=O)n(C3CCCCC3)c3c4cc[nH]c4ncc3c2cc1OC	119	44	47	78	106	89	101	104
CCC(CO)NC(=O)/C=C/c1cccc(Br)c1 (centres undefined)	.	95	101	89	99	97	104	107
COc1cc2nc(C(=O)NCCN(C)C)n(N)c(=O)c2cc1OC	107	98	101	99	86	102	95	105
COc1cc(NS(=O)(=O)c2ccc(NC(C)c3ccc4cccnc4c3O)cc2)nc(OC)n1 (centres undefined)	103	102	102	100	.	117	102	101
CCN(CC)CCCC(C)Nc1cc(-c2ccc(C(F)(F)F)cc2)c(C#N)c2nc3ccccc3n12 (centres undefined)	.	-19*	-11*	-8.2*	.	79	-67*	-65*

Compound activity (PubChem)
